# All columns: NCI-60 one-dose screen, growth in % after 48 h at 10 µM unless noted; 100 = growth as untreated, 0 = no growth, -100 = all killed.
# HS 578T – HS 578T breast cancer; hit rate 4.1% among 78,000; AID 1794788
# T-47D – T-47D breast cancer | hit rate 5% among 79,000 | AID 1794792
# MDA-MB-231 – MDA-MB-231 breast cancer; hit rate 5% among 81,000; AID 1794789
# MDA-MB-468 – MDA-MB-468 breast cancer | hit rate 8.5% among 78,000 | AID 2202374
# LOX IMVI – LOX IMVI melanoma. hit rate 7.4% among 79,000. AID 1794757
# BT-549 – BT-549 breast cancer. hit rate 4.4% among 78,000
# SK-MEL-28 – SK-MEL-28 melanoma; hit rate 4.1% among 81,000; AID 1794761
# MCF7 – MCF7 breast cancer; hit rate 6.3% among 82,000; AID 1794796
# * = called active by the depositor; . = not tested or not shown. How the source made its calls: active means growth percent below 10; inactive means the rest.
# Order of results – HS 578T	T-47D	MDA-MB-231	MDA-MB-468	LOX IMVI	BT-549	SK-MEL-28	MCF7
- Cc1nn2c(n[n+]([O-])c3ccccc32)c1C
    107.7	97.2	88.3	93.3	98.4	95.8	145.7	105.7
- CCCOC(=O)c1ccc([N+](=O)[O-])o1
    .	113.8	103.3	112.9	101.4	127.4	106.5	94.2
- COC1C(=O)CCC2(CO2)C1(O)C1(C)OC1CC=C(C)C (stereo not drawn)
    85.8	74.6	62.3	.	44.4	80.7	.	61.4
- Cc1cc(C)cc(NS(=O)(=O)CCCS(=O)(=O)Nc2cc(C)cc(C)c2)c1
    90.3	70.7	90.8	92.0	73.9	92.9	92.9	80.5
- COC(=S)OC1CC(n2cnc3c(N)ncnc32)OC1CO[Si](C)(C)C(C)(C)C (stereo not drawn)
    93.1	73.9	92.7	84.3	84.6	108.4	106.3	94.1
- C1CCN2CC3CC(CN4CCCCC34)C2C1 (stereo not drawn)
    .	.	.	101.4	.	.	.	.
- CCCCn1c(OC(=S)N(CC)CC)cc(C)nc1=S
    81.6	95.6	102.9	100.5	97.7	94.1	109.5	88.7
- Cc1c(/C(=N/O)c2ccccc2)oc2ccc(N)cc12
    91.7	88.5	88.9	96.4	93.4	89.0	105.8	91.0
- COc1cc2oc(-c3cccc(C(=O)Nc4ccc5c(c4)OCO5)c3)cc(=O)c2c(O)c1OC
    72.7	69.5	68.1	54.6	88.2	84.0	89.8	91.6
- O=C(O)c1ccc(-n2cc(CNc3ccc(F)cc3)c(-c3ccc(F)cc3)n2)cc1
    79.9	65.1	84.6	96.7	73.5	86.0	74.3	64.4
- NS(=O)(=O)c1ccc(Nc2nc(SCc3ccc([N+](=O)[O-])cc3)nc3ccccc23)cc1
    87.6	64.8	77.7	84.8	81.4	93.6	103.0	84.1
- Cc1nc(Nc2cccc(N)c2)c2ccccc2n1
    92.5	105.1	100.0	110.5	101.2	102.8	109.5	88.7
- CC(=O)NCCSC(=O)CCCCC(=O)SCCNC(C)=O
    103.8	95.5	99.5	99.2	106.9	106.9	105.1	96.0
- Cc1cc(NC(=O)NCc2ccco2)ccc1NC(=O)NCc1ccco1
    105.3	98.1	102.3	97.2	99.0	104.3	119.5	94.7
- O=C(/C=C/c1ccccc1)c1ccc(Nc2nc(NCCO)nc(N3CCOCC3)n2)cc1
    89.4	75.9	82.4	83.3	82.8	89.4	96.8	14.1
- Cc1c(C)c2ccc(OCc3nnc4sc(-c5ccccc5)nn34)cc2oc1=O
    96.7	70.8	101.8	42.3	87.1	99.2	88.0	86.1
- O=C(O)N/N=C/c1ccccc1Cl
    101.3	90.6	98.0	89.9	95.1	112.1	106.9	72.1
- COC(=O)[C@]12CCC(C)(C)C[C@H]1[C@H]1C(=O)C[C@@H]3[C@@]4(C)c5c([nH]c6ccccc6c5=O)C(C)(C)[C@@H]4CC[C@@]3(C)[C@]1(C)CC2
    87.1	52.6	86.4	34.5	58.3	76.4	68.0	44.5
- Cc1cc(OCCCC(=O)O)ccc1Cl
    105.7	98.8	108.5	.	93.5	121.4	111.0	96.8
- Cc1ccc(OS(=O)(=O)c2ccc(C)cc2)cc1
    92.8	.	99.5	104.5	100.9	.	106.9	94.5
- Fc1ccc(C2CC(c3cccc(Nc4ccncc4)c3)=NN2c2ccccc2)cc1 (stereo not drawn)
    73.1	71.0	64.3	-2.3*	29.8	87.7	-57.0*	8.9*
- CCCCCCCCCCCCCCCCNC(=O)Nc1ccc(Cl)cc1
    94.3	107.3	113.9	113.6	96.0	96.7	104.9	100.5
- Cc1cc(N(C)C)nc(SCc2ccc(Cl)cc2Cl)n1
    95.4	89.6	98.1	94.2	102.5	114.7	106.4	95.8
- CCCN1CCN(C(=S)SC(SC(=S)N2CCN(CCC)CC2)C(=O)c2nnn(-c3ccc([N+](=O)[O-])cc3)c2C)CC1
    101.5	77.7	99.3	105.4	94.5	129.5	111.5	69.6
- COc1ccc2occ(/C=c3\sc4nc5ccccc5n4c3=O)c(=O)c2c1
    99.0	96.6	97.7	106.2	101.8	110.4	98.5	96.2
- COc1cccc(Cn2c(-c3nonc3NC(C)=O)nc3ccccc32)c1
    23.6	42.3	46.1	-7.4*	50.2	41.6	57.3	47.4
- CNc1nc(SCc2ccc(F)cc2)ncc1C
    105.2	106.9	112.8	107.8	104.2	98.2	94.7	93.9
- c1ccc(-c2oc3ncnc(NCCCNc4ncnc5oc(-c6ccccc6)c(-c6ccccc6)c45)c3c2-c2ccccc2)cc1
    97.2	73.5	89.3	88.6	95.9	113.1	99.0	87.1
- Fc1cc(-c2nnc3sc(-c4ccc(Cl)cc4Cl)nn23)c(Cl)cc1Cl
    -14.7*	68.4	74.8	.	96.2	79.4	69.3	83.7
- CN1CC(c2ccccc2)C(C(=O)c2ccc(Br)cc2)C12C(=O)Nc1ccccc12 (stereo not drawn)
    94.2	81.5	94.7	105.9	97.3	110.6	113.9	98.5
- CC12CCCC(=O)N1c1ccccc1-c1nc(-c3ccc(F)cc3)nn12 (stereo not drawn)
    87.5	78.0	69.6	.	85.2	105.6	102.2	58.5
- CCCCC(CC)COC(C)=O (stereo not drawn)
    106.0	97.2	106.1	106.1	97.4	107.1	107.8	96.0
- O=C1C2=C(C(=O)c3c(O)ccc(O)c31)N(c1cccnc1)Cc1ccccc1O2
    26.1	-28.4*	-68.9*	-6.4*	-64.6*	-54.1*	-72.0*	-18.0*
- CS(=O)(=O)c1ccc(-c2nn(-c3ccccc3)cc2/C=N/NC(=O)c2nc(N)n[nH]2)cc1
    111.0	101.1	98.4	98.2	84.7	102.9	108.1	88.3
- O=C1C2=C(SC3c4cccn4CCN3C2=S)c2ccccc21 (stereo not drawn)
    131.9	98.0	107.7	111.4	98.3	104.5	102.2	92.8
- CCCCn1c(=O)c(/C=C/C(=O)/C=C/c2ccc(OC)cc2)cc2cc(Cl)ccc21
    90.9	69.6	83.8	86.1	9.2*	89.4	115.3	34.4
- C=C1C(=O)O[C@@H]2C[C@]3(C)CC[C@]4(C)[C@H](CC[C@@H]5[C@@]6(C)CCC(=O)C(C)(C)[C@@H]6CC[C@]54C)[C@H]3[C@H]12
    107.9	107.2	116.0	.	101.2	103.6	.	107.7
- O=C(c1ccccc1)c1ccc2nc(-c3cccc(Br)c3)[nH]c2c1
    85.1	79.4	81.1	75.8	25.2	66.2	75.7	61.4
- Cc1cc(=O)oc2cc(Oc3nc(-c4ccc(Cl)cc4)cn4c(-c5ccc(Cl)cc5)cnc34)ccc12
    87.8	103.5	73.3	84.8	84.4	89.4	38.3	73.1
- C=C[C@]1(C)C=C2C(=O)[C@@]3(O)OC(=O)[C@@]4(CCCC(C)(C)[C@H]34)[C@@]2(O)CC1
    0.7*	-52.8*	-71.9*	-84.4*	-96.7*	-93.7*	-98.8*	0.5*

# The last three records of the section before lead into the next.
# Order of results – HS 578T	T-47D	MDA-MB-231	MDA-MB-468	LOX IMVI	BT-549	SK-MEL-28	MCF7
- O=C(c1ccccc1)c1ccc2nc(-c3cccc(Br)c3)[nH]c2c1
    85.1	79.4	81.1	75.8	25.2	66.2	75.7	61.4
- Cc1cc(=O)oc2cc(Oc3nc(-c4ccc(Cl)cc4)cn4c(-c5ccc(Cl)cc5)cnc34)ccc12
    87.8	103.5	73.3	84.8	84.4	89.4	38.3	73.1
- C=C[C@]1(C)C=C2C(=O)[C@@]3(O)OC(=O)[C@@]4(CCCC(C)(C)[C@H]34)[C@@]2(O)CC1
    0.7*	-52.8*	-71.9*	-84.4*	-96.7*	-93.7*	-98.8*	0.5*
- Cc1cc(C)c(S(=O)(=O)Oc2ccccc2[N+](=O)[O-])c(C)c1
    -16.4*	38.8	33.2	-0.2*	43.4	40.6	50.6	13.3
- NCCOc1ccccc1/C=C1\c2ccccc2-c2ccc([N+](=O)[O-])cc21
    26.3	12.5	17.9	-36.1*	-93.8*	84.8	48.0	-60.9*
- Cc1cccnc1NC(=O)C(C)c1ccc(Nc2ccnc(C(F)(F)F)c2)cc1 (stereo not drawn)
    85.1	100.9	106.5	115.5	100.1	106.8	106.7	104.5
- CC(O)CN1CNC(=S)NC1 (stereo not drawn)
    118.8	88.6	107.5	99.8	96.9	101.3	106.1	97.5
- Cc1ccc(NC(c2ccc(OC(F)F)c(OCC3CC3)c2)c2nnnn2C2CCCCC2)cc1 (stereo not drawn)
    89.4	88.6	84.4	86.5	98.3	103.8	104.0	83.9
- NC(=O)c1c(Nc2ccc(Cl)cc2)nn2c(-c3ccc(Br)cc3)c(-c3nc4ccccc4s3)c(N)nc12
    93.9	.	83.7	96.8	95.9	97.5	92.2	76.6
- O=C(C[n+]1ccccc1)c1ccc(Br)cc1
    108.2	92.8	98.1	103.3	95.5	99.8	104.1	93.3
- COc1ccccc1CCC1CCNc2ccccc21 (stereo not drawn)
    84.1	63.5	89.1	66.3	92.5	71.1	102.5	68.2
- COc1ccc(NC(=O)Nc2nc(N)n(-c3ccc(S(N)(=O)=O)cc3)n2)cc1
    87.9	97.0	84.1	94.1	96.9	98.1	103.8	106.4
- Cc1ccc2c(n1)C(=O)C(Oc1ccc(C(F)(F)F)cc1)=CC2=O
    97.3	16.2	109.6	83.5	81.1	84.2	108.8	74.8
- Nc1ccc(NC(=O)c2ccc(C(=O)Nc3ccc(N)cc3)cc2)cc1
    100.0	67.0	67.8	89.5	71.4	128.0	101.3	87.9
- CC(=O)CC(=O)OC/C=C(/C)CCC=C(C)C
    .	123.1	109.5	97.6	97.7	102.2	113.5	99.6
- O=C1/C(=C/c2ccc3c(c2)OCO3)C(=S)SN1Cc1ccco1
    109.9	86.3	108.0	93.2	44.0	105.8	92.9	77.6
- Cc1ccc(S(=O)(=O)O)c(C)c1
    93.8	92.5	115.6	106.6	95.3	109.5	106.4	95.3
- O=C(COc1ccc(/C=C2\CSc3ccccc3C2=O)cc1)Nc1nccs1
    134.9	90.0	95.6	.	-28.3*	112.2	124.3	6.7*
- COc1cccc(-c2nn(-c3ccccc3)cc2-c2ccnc(NCCNC(=O)Nc3cccc(C(F)(F)F)c3)c2)c1
    -21.3*	0.5*	-10.0*	15.5	-77.3*	26.1	32.5	15.3
- O=c1oc2ccccc2cc1-c1csc(N=Nc2c(O)n(Cc3ccccc3)c3ccc(Br)cc23)n1
    125.2	113.2	109.1	109.7	99.2	137.7	113.6	98.8
- CC(C)C1CCC(C(=O)N[C@@H](Cc2ccccc2)C(=O)O)CC1 (stereo partly drawn)
    92.4	97.9	95.8	91.8	95.7	107.6	103.7	.
- Cc1ccc(C(=O)c2ccc3nc(-c4ccc(F)cc4)n(C)c3c2)cc1
    114.4	100.1	105.8	98.8	102.2	120.5	101.6	98.0
- Nc1nc(-c2nnc(NCc3ccccc3)s2)cs1
    111.4	106.0	108.4	93.8	95.2	101.0	108.9	101.2

# Entries shown so far with an NH in an aromatic ring, in the order listed:
# Order of results – HS 578T	T-47D	MDA-MB-231	MDA-MB-468	LOX IMVI	BT-549	SK-MEL-28	MCF7
- COC(=O)[C@]12CCC(C)(C)C[C@H]1[C@H]1C(=O)C[C@@H]3[C@@]4(C)c5c([nH]c6ccccc6c5=O)C(C)(C)[C@@H]4CC[C@@]3(C)[C@]1(C)CC2
    87.1	52.6	86.4	34.5	58.3	76.4	68.0	44.5
- CS(=O)(=O)c1ccc(-c2nn(-c3ccccc3)cc2/C=N/NC(=O)c2nc(N)n[nH]2)cc1
    111.0	101.1	98.4	98.2	84.7	102.9	108.1	88.3
- O=C(c1ccccc1)c1ccc2nc(-c3cccc(Br)c3)[nH]c2c1
    85.1	79.4	81.1	75.8	25.2	66.2	75.7	61.4

# The list goes on.
# Order of results – HS 578T	T-47D	MDA-MB-231	MDA-MB-468	LOX IMVI	BT-549	SK-MEL-28	MCF7
- CCCCCCCCCCCCN(CCCCCCCCCCCC)CC(O)c1cc2c(c3ccccc13)CCCC2 (stereo not drawn)
    105.1	102.1	110.7	118.7	102.8	111.8	116.4	103.1
- O=C1C2C(c3ccccc3)=C(c3ccccc3)C1[C@@]1(c3ccccc3)C(c3ccccc3)=CC(=O)[C@@H]21 (stereo partly drawn)
    .	58.7	64.5	58.2	50.5	88.5	84.7	54.8
- OCC[C@@H]1C[C@@H]1c1cc2ccccc2o1
    102.2	88.2	98.2	101.0	95.2	102.9	103.2	94.6
- CCOc1ccc(N2CCC(=O)NC2=S)cc1
    97.9	87.8	96.3	91.7	95.2	105.1	110.3	91.8
- Cc1cc[n+](CCCC[n+]2ccc(C)cc2)cc1
    103.7	105.2	105.2	99.0	94.4	.	105.4	96.3
- CC(C)=CCc1cc(/C=C/C(=O)O)ccc1OC(=O)CCc1ccccc1
    94.5	106.0	101.2	108.4	96.8	.	108.0	92.4
- Cn1c(SCC(=O)Nc2ccc(S(=O)(=O)Nc3ccc(Cl)nn3)cc2)nc2ccccc2c1=O
    105.2	97.5	102.1	99.3	106.6	83.2	102.6	99.5
- Cc1ccc(/C=C/C(=O)c2ccc(-c3cc4ccccc4oc3=O)nc2C)o1
    98.5	100.1	98.9	89.2	58.4	114.1	106.6	60.9
- O=C(CC(=O)C(F)(F)C(F)(F)C(F)(F)F)c1csc2ccccc12
    103.3	85.9	85.4	84.7	62.8	79.3	101.7	77.4
- COc1ccc([C@@H](CCO)C[C@H](C)c2ccc3ccccc3c2)cc1
    101.0	56.5	95.3	70.8	92.6	91.5	99.6	82.6
- CNCCCNCCCN1C(=O)c2ccc3c4c(ccc(c24)C1=O)C(=O)N(CCCNCc1ccccc1OC)C3=O
    4.3*	-30.3*	7.7*	-69.5*	-58.3*	78.1	-48.2*	-51.7*
- COC(=O)[C@]12CC[C@@H](C)[C@H](C)[C@@H]1C1=CC[C@@H]3[C@@]4(C)CC(=O)[C@H](O)[C@@](C)(CO)[C@@H]4C(=O)C[C@@]3(C)[C@]1(C)CC2
    -1.8*	-15.8*	-34.2*	-4.9*	-77.9*	-31.4*	21.8	-13.4*
- CCOC(=O)C(CCC1OCCO1)C(C)=O (stereo not drawn)
    103.8	89.2	99.7	116.3	103.5	109.7	109.6	96.1

# Screens as filed in PubChem.
